Screening results: PubChem BioAssay, The Scripps Research Institute Molecular Screening Center
TEAD-YAP inh – TEAD-YAP interaction inhibition, primary screen, TEAD-YAP interaction inhibitor project, luminescence, HEK-TIYL cells; TEAD-Gal4/YAP UAS-luciferase luminescence; inhibition, % at 9.12 µM; actives 1.4% (n = 640,000); in the data active = inhibition above about 32%;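 also: 0% = median of test compound wells and 100% = reference inhibitor wells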
FBW7 act – FBW7 E3 ligase activators, primary screen, biochemical, AlphaScreen, human; F-box/WD repeat-containing protein 7 (Homo sapiens), Q969H0; AlphaScreen FBW7–phospho-cyclin E peptide binding, activator screen; normalized activity (activation), % at 26.1 µM; actives 0.13% (n = 650,000); AID 1259310, 2017; in the data active = normalized activity above about 1.9%;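 also: purified mutant Fbw7 with reduced substrate affinity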
Target sequence (Q969H0 whole entry, looked up): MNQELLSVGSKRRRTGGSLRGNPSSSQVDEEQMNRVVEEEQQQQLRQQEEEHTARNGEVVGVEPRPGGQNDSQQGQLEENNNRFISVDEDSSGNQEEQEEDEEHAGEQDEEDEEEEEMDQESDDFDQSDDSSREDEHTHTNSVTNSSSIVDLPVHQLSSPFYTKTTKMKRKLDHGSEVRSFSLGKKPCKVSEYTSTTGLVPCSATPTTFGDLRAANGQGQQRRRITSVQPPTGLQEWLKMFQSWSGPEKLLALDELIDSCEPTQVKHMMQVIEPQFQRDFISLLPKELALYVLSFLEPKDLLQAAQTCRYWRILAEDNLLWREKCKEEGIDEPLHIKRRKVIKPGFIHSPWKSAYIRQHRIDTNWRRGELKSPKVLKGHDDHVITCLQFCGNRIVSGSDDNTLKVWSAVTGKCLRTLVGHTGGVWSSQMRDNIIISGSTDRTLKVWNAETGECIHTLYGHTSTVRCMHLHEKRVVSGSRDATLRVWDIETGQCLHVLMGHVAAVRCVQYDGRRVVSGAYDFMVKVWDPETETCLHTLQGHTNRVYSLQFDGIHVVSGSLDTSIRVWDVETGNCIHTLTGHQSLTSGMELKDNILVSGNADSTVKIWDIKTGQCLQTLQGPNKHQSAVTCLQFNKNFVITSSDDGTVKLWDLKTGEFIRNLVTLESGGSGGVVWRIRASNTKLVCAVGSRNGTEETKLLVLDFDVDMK
GPR151 activ – activators of human GPR151, primary screen, cell-based, PathHunter beta-arrestin, luminescence; activation, % at 11.2 µM; actives 1% (n = 650,000); PathHunter beta-arrestin GPR151 cells; in the data active = activation above about 4.9%;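 also: 0% = median of compound wells and 100% = cells with positive control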
MITF inh – MITF inhibitors, primary screen, biochemical, AlphaScreen, human. AlphaScreen MITF homodimerization, bead proximity signal. inhibition, % at 2.6 µM. actives 0.91% (n = 650,000). AID 1259374, 2018; in the data active = inhibition above about 50%;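 also: 0% = vehicle wells with protein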
* hit, by the source's call; & = joins results of further samples.

SMILES | TEAD-YAP inh | FBW7 act | GPR151 activ | MITF inh
O=C(O)CCC(=O)Nc1nc(-c2ccc(Br)cc2)cs1 | 0 | 0.2 | 1.4 | -1
CCOC(=O)CCC(=O)Nc1c(C(=O)Nc2ccc(F)cc2)oc2ccccc12 | -24 | 0.0 | 0.4 | -2
COc1ccc(/C=C2\Oc3c(ccc(O)c3CN3CCOCC3)C2=O)c(OC)c1 | 2 | 0.1 | -1.3 | 13
COCCNC(=O)C1Sc2nnc(C)n2NC1c1ccc(F)cc1 (centres undefined) | -4 | -0.1 | -0.5 | -6
COc1ccccc1NC(=S)NC(=O)COc1ccccc1 | -1 | 0.1 | 0.6 | 6
CCc1ccc(C2NC(=O)NC(C)=C2C(=O)OCCOC(C)C)cc1 (centres undefined) | -2 | -0.1 | 1.3 | -8
CCOc1ccc(C2CC(c3ccc(CC)cc3)Nc3nc(N)nn32)cc1 (centres undefined) | 9 | 0.1 | 4.1 | 1
CCn1c(=O)c2sccc2n2c(CCCC(=O)NCCNC(C)=O)nnc12 | 4 | -0.1 | 2.4 | 2
CCOC(=O)c1c(NC(NC(=O)c2ccccc2)(C(=O)OC)C(F)(F)F)sc(CC)c1-c1ccccc1 (centres undefined) | -4 | -0.1 | -1.5 | 6
CC(=O)c1cccc(-c2nc3c(NCCCN4CCCC4=O)ncnc3n2C(C)C)c1 | -3 | 0.0 | 0.9 | 6
CCCC(=O)Nc1ccc(S(=O)(=O)Nc2ccc(OCC)cc2)cc1 | 7 | 0.0 | 0.6 | -1
CN1CCc2c(c(-c3ccc(C#N)cc3)nn2C)C1 | 8 | 0.1 | -0.6 | -2

For convenience, some entries already given:
SMILES | TEAD-YAP inh | FBW7 act | GPR151 activ | MITF inh
O=C(O)CCC(=O)Nc1nc(-c2ccc(Br)cc2)cs1 | 0 | 0.2 | 1.4 | -1
CCOC(=O)CCC(=O)Nc1c(C(=O)Nc2ccc(F)cc2)oc2ccccc12 | -24 | 0.0 | 0.4 | -2

(more compounds)
SMILES | TEAD-YAP inh | FBW7 act | GPR151 activ | MITF inh
CCOC(=O)c1c(NC(=O)CC2SC(N)=NC2=O)sc2c1CCC(C)C2 (centres undefined) | 14 | 1.0 | -1.1 | 15
Cc1ccc(C)c2nc3sc(C(=O)NCc4ccco4)c(N)c3cc12 | -6 | -0.1 | -1.0 | 12
COc1ccc(-c2ccc(=O)n(CC3CCN(C(=O)c4cccc(F)c4)CC3)n2)cc1 | 18 | 0.4 | -0.1 | 12
O=C(c1ccc(F)c(F)c1)N1CCN(c2nc3c(c(=O)[nH]2)CCCC3)CC1 | -1 | -0.1 | -0.1 | -3
CN1CCN(S(=O)(=O)c2ccc3c(c2)Cc2cc(S(=O)(=O)N4CCN(C)CC4)ccc2-3)CC1 | 0 | 0.1 | -0.1 | 16
Cc1nc(C#N)c(N/N=C/c2ccccc2Br)o1 | -9 | 0.0 | -2.0 | 6
O=C(O)CSc1ncnc2scc(-c3ccc(Cl)cc3)c12 | 15 | 0.1 | 0.6 | -9
Cc1cccn2c(CNC(C)CCn3cccn3)c(C(=O)N(C)CCc3ccccc3)nc12 (centres undefined) | -2 | 0.1 | 0.1 | 23
O=C(CC1(O)C(=O)Nc2ccc(I)cc21)c1ccccn1 (centres undefined) | 3 | 0.0 | 0.6 | 8
CCCCCSc1nnc2c(n1)OC(c1ccc(OC)c(C)c1)N(C(C)=O)c1ccccc1-2 (centres undefined) | 4 | 0.1 | -1.3 | 12
O=S(=O)(Nc1ncccn1)c1ccc(NC(=S)N2CCc3ccccc3C2)cc1 | -1 | -0.2 | -0.4 | 4
CCCCNC(=O)c1[nH]c(C)c(C(C)=O)c1C | 4 | 0.2 | 0.6 | 4
CN1N=C(C(=O)N2CCC(CO)(Cc3ccccc3C(F)(F)F)CC2)CCC1=O | 0 | 0.1 | 1.1 | 9
NC(=O)c1ccccc1NC(=O)Nc1ccc(Cl)cc1 | -1 | 0.1 | -6.3 | 9
Cc1oc2c3c(ccc2c(=O)c1-c1ccc2c(c1)OCCO2)OCO3 | -10 | 0.0 | 0.3 | -3
COc1cccc(-c2ccc(NC(=O)C3CCCN(C(=O)C4CCOCC4)C3)cc2)c1 (centres undefined) | -1 | 0.0 | -0.2 | -7
C(=Nc1ccc(N2CCOCC2)cc1)c1ccc2c(c1)OCO2 | 12 | -0.2 | 3.9 | 10
CCOC(=O)c1ccc(CN(Cc2ccc(C)cc2)S(=O)(=O)c2cccc(C(F)(F)F)c2)cc1 | 5 | 0.3 | -1.4 | 20
O=C(Nc1cc(C(=O)N2CCC(Cc3ccccc3)CC2)ccc1N1CC2CC(C1)c1cccc(=O)n1C2)c1c(F)cccc1F (centres undefined) | -7 | -0.1 | 0.7 | -3
c1ccc(-c2cnc(-c3ccncc3)nn2)cc1 | 29 | -0.3 | -6.6 | -14
CCn1c2ccccc2c2cc(CN3CCN(Cc4cc(OC)c(OC)cc4OC)CC3)ccc21 | -6 | -0.3 | -1.0 | 69*
COc1ccc(NC(=O)CSc2ncccc2C(=O)N2CCC(Cc3ccccc3)CC2)cc1OC | 5 | -0.1 | 1.1 | 13
CC(C)(C)c1ccc(-c2csc(NC(=O)CN3C(=O)c4ccccc4C3=O)n2)cc1 | -25 | 0.1 | 2.6 | 14
CCOc1ccc(N2C(=O)/C(=C\c3ccc(SC)cc3)C(C(=O)OC)=C2C)cc1 | 3 | 0.4 | -1.8 | 1
CCc1c(C)nc2sc(C(=O)c3ccc(Cl)cc3)c(N)c2c1C | -18 | 0.6 | -0.7 | -10
Cn1c(=O)cc(NCCCN2CCOCC2)n(Cc2ccc(F)cc2F)c1=O | -7 | 0.0 | -0.3 | 2
CCSc1ccccc1C(=O)Nc1cc(C(=O)OC)cc(C(=O)OC)c1 | 3 | 0.1 | -0.3 | -11
CC1CCN(S(=O)(=O)c2cc3c4c(c2)CC(=O)N4CCC3)CC1 | 0 | 0.3 | -0.6 | 13
CC(=O)C1=C(O)C(=O)N(CCC(=O)O)C1c1ccc(F)cc1 (centres undefined) | 0 | -0.2 | 1.7 | 5
NC(=O)CSc1nnc(CSc2ncccn2)n1-c1ccc(Cl)cc1 | 1 | 0.1 | -0.2 | 10
C/C(=N\NC(=O)c1nc2nc(C)cc(C)n2n1)c1ccc(Br)cc1 | 2 | -0.1 | -0.1 | 10
O=C(CSc1ccc(-c2ccccn2)nn1)N1CCCCC1 | -14 | -1.9 | -2.9 | 35
OCCOc1ccc(C23CC4CC(CC(C4)C2)C3)cc1 | -18 | 0.6 | -0.2 | 16
O=c1ccnc(SCc2cn3cccnc3n2)[nH]1 | 1 | 0.0 | 3.5 | 12
CC1CCCCN1C(=O)CSc1nnc2c(n1)C1(C)CCC2C1(C)C (centres undefined) | 1 | 0.1 | 2.6 | 6
O=C(Nc1ccccc1F)N1CCC2(CC1)OCc1cc(F)ccc1O2 | -27 | -0.1 | -0.1 | 10
COc1ccc(CC2(CO)CCN(S(=O)(=O)c3ccc(C(C)=O)cc3)CC2)cc1 | -5 | -0.1 | 1.3 | -5
Cc1cc(C)cc(NC(=O)c2sc3nc(SCc4cccc(Cl)c4)n(CCc4ccccc4)c(=O)c3c2C)c1 | -4 | 0.5 | -0.9 | -5
CC(C)(C)NC(=O)/C=C/c1cc([N+](=O)[O-])ccc1OC(F)F | 0 | 0.2 | 1.4 | 13
CN(C)CCC(c1ccc(Cl)cc1)c1ccccn1 (centres undefined) | -4&-1 | -0.1&0.0&0.0 | -0.8&0.2&1.3 | -7&11&-3
CCOC(=O)c1oc2ccccc2c1NC(=O)c1ccco1 | -2 | 0.0 | -0.5 | -13
CCOC(=O)C1CCCN(C(=O)CCNC(=O)Cn2cnc3ccccc3c2=O)C1 (centres undefined) | -4 | -0.2 | 0.4 | -8
CCOc1ncccc1C(=O)OCc1c(F)cccc1Cl | -3 | 0.0 | 1.6 | -2
CCOC(=O)c1c(NC(=O)c2cc(C3CC3)on2)sc(C(C)=O)c1C | -4 | 0.0 | 1.5 | -9
Cc1nc(NCCCN2CCOCC2)cc(-c2ccccc2F)n1 | -16 | 0.2 | 0.4 | -9
O=C(NC1CCCC1)C(c1ccccc1)N1CCOCC1 (centres undefined) | 4 | 0.5 | -1.3 | 11
CC(C)Cc1ccc(C(C)c2nc3ccccc3[nH]2)cc1 (centres undefined) | 3 | 0.1 | 1.1 | 12
Nc1c(C(=O)N2CCCCC2)nnn1-c1ccc2c(c1)OCCO2 | -48 | 0.0 | -0.9 | 22

Molecules above that have a cyano group, in the order listed:
SMILES | TEAD-YAP inh | FBW7 act | GPR151 activ | MITF inh
CN1CCc2c(c(-c3ccc(C#N)cc3)nn2C)C1 | 8 | 0.1 | -0.6 | -2
Cc1nc(C#N)c(N/N=C/c2ccccc2Br)o1 | -9 | 0.0 | -2.0 | 6

The listing continues:
SMILES | TEAD-YAP inh | FBW7 act | GPR151 activ | MITF inh
Cc1cn2c3c(=O)n(C)c(=O)n(C)c3nc2n1Cc1cccnc1 | 6 | 0.7 | 1.5 | 18
CCN(c1nc(C)cc(OC)n1)S(=O)(=O)c1ccc(C)cc1 | 4 | 0.0 | 0.5 | 6
CCOC(=O)c1c(NC(=O)C(C)Sc2nnc(CNC(=O)Cc3ccc(OC)cc3)n2C)sc2c1CCCC2 (centres undefined) | 8 | -0.1 | 0.5 | -1
Cc1cc(NC(=O)CSc2nc3ccc(N4CCOCC4)cc3c(=O)n2Cc2ccccc2)no1 | -26 | 0.3 | 0.3 | 13
COc1ccccc1NC(=O)c1ccccc1I | 5 | -0.1 | 0.2 | -14
CC1(C)CC(=NNC(=O)c2ccccc2)CC(C)(C)N1 | -37 | 0.1 | -0.3 | -1
O=C(N/N=C\c1cccs1)C(=O)Nc1ccccc1F | -45 | 0.0 | -3.0 | -13
Brc1c(OCCCN2CCOCC2)ccc2ccccc12 | -64 | -0.1 | -0.8 | 35
O=C(Nc1ccc2oc(-c3ccc(F)cc3Cl)nc2c1)c1cc(Cl)ccc1I | 2 | -0.3 | 1.5 | -2
O=C(NCCCN1CCCC1=O)c1ccc(CSc2nc3ccccc3s2)cc1 | -35 | 0.1 | 3.3 | 10
COc1ccccc1C1C2=C(CCCC2=O)Nc2nc3ccccc3n21 (centres undefined) | -10 | 0.1 | 0.5 | 7
O=C(NCCC1=CCCCC1)c1cnc(N2CCCC2)nc1 | -70 | -0.2 | 2.4 | -13
CCN(C(=O)Cn1ncc2c(=O)oc3ccc(C)cc3c21)c1ccc(OC)cc1 | -2 | 0.1 | 1.4 | 7
O=C(CN1C(=O)c2ccccc2C1=O)N1CCN(c2ccc(F)cc2)CC1 | -3 | 2.0* | -1.5 | 26
O=C(CCC(=O)c1ccc(F)cc1)Nc1ccc(Cl)cc1 | 2 | -0.1 | 1.6 | -1
O=C(CSc1ccccn1)N/N=C/c1ccncc1 | -17 | 0.1 | -0.7 | 4
O=C(Nc1ccc(Cl)cc1Cl)C1C2CC/C=C\CC/C=C/CCC21 (centres undefined) | -9 | 0.1 | -0.2 | 10
O=C(NCC1(c2cccs2)CCCC1)c1ccccc1F | -20 | 1.1 | 1.6 | 11
Cc1ccc(O)c(CNc2nc3ccccc3n2C(C)C)c1 | 5 | 0.1 | 0.0 | 6
Cc1ccc(S(=O)(=O)N2CCN(Cc3nc4ccccc4c(=O)[nH]3)CC2)cc1 | 2 | 0.1 | 1.1 | 15
Cc1cc(/C=N\NC(=O)c2ccco2)c(C)n1-c1cccc(Cl)c1 | -77 | 0.0 | 1.3 | -2
CNC(=O)c1c(NC(=O)c2cccc(F)c2)sc2c1CCCC2 | -12 | 0.0 | -0.5 | 2
Cc1sc2ncnc(NCc3nc4ccccc4[nH]3)c2c1C | -4 | -0.1 | -2.1 | -12
COc1ccc(C2C(C(=O)N3CCN(c4ccc(OC)cc4)CC3)c3ccccc3C(=O)N2c2ccc(OC)cc2)cc1 (centres undefined) | 13 | -0.1 | 0.2 | 5
c1ccc(CNc2ccc3ncc(-c4cc5ccccc5s4)n3n2)nc1 | -3 | -0.2 | -0.6 | -1
O=c1[nH]c(=S)[nH]c2ccc(Cl)cc12 | -5 | -0.2 | -0.6 | -5
CCC1Oc2nc3ccccc3cc2CN(C2CCC2)C1=O (centres undefined) | 5 | 0.2 | -1.1 | 21
CC(C)(C)C(=O)NC(n1cnc2c(N3CCOCC3)ncnc21)C(Cl)(Cl)Cl (centres undefined) | -1 | -0.1 | 1.0 | -6
CN(C)C(=O)Cn1nc2c3ccccc3ncn2c1=O | -2 | -0.2 | 1.4 | -2
CC(=O)N1CCc2[nH]c3ccccc3c2C1 | 2 | -0.1 | -0.3 | -2

Fetched by compound from the list above, 2 records:
SMILES | TEAD-YAP inh | FBW7 act | GPR151 activ | MITF inh
CCC1Oc2nc3ccccc3cc2CN(C2CCC2)C1=O (centres undefined) | 5 | 0.2 | -1.1 | 21
CC(=O)N1CCc2[nH]c3ccccc3c2C1 | 2 | -0.1 | -0.3 | -2

Compounds from the list above containing a COOH group (three):
SMILES | TEAD-YAP inh | FBW7 act | GPR151 activ | MITF inh
O=C(O)CCC(=O)Nc1nc(-c2ccc(Br)cc2)cs1 | 0 | 0.2 | 1.4 | -1
O=C(O)CSc1ncnc2scc(-c3ccc(Cl)cc3)c12 | 15 | 0.1 | 0.6 | -9
CC(=O)C1=C(O)C(=O)N(CCC(=O)O)C1c1ccc(F)cc1 (centres undefined) | 0 | -0.2 | 1.7 | 5
